High-throughput results from PubChem.
Polio RdRp inh: poliovirus RdRp elongation inhibitors, primary screen, biochemical, fluorescence polarization, total intensity; % elongation, % (compound at 16.7 µg/mL); AID 588519, 2011; poliovirus polymerase elongation; active compounds read low; 0.66% of 150,000 active; in the data active means % elongation below about 90%; further: some results filed as inactive read as strong as hits
Target sequence (P03300 1749-2209 limits assumed): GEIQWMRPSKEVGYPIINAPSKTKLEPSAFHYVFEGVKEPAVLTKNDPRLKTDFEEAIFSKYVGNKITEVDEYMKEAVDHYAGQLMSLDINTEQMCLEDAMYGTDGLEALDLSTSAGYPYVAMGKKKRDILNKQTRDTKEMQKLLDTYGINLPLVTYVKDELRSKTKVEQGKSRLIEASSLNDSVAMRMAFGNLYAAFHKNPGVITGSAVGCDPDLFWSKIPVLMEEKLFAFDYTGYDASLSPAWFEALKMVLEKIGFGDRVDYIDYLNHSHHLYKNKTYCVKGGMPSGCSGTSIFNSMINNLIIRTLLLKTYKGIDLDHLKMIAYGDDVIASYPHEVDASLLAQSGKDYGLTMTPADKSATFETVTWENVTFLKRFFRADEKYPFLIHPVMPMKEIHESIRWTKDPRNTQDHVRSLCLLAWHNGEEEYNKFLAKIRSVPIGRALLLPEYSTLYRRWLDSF
Polio RdRp inh FP z-score: second read-out of Polio RdRp inh, no call of its own (marks repeat the call); z-score; measured here: FP z-score; hits read low
* marks the source's active call; other numbers are inactive results. A portion of the library; the hit share may differ from the screen's.

Each structure is followed by: Polio RdRp inh	Polio RdRp inh FP z-score
> Cc1c(Cl)cccc1NC(=O)C1CCCN(C(=O)c2cnn(-c3ccccc3)c2-n2cccc2)C1 (centres undefined)
    108.0	0
> COc1ccc(-c2n[nH]c(C)c2-c2ccccc2)c(O)c1
    101.0	0.5
> Cc1ccc(Cl)cc1NC(=O)N1CCC(CN2CCCCCC2)CC1
    116.0	1
> O=C(COc1ncnc2sccc12)c1ccc2c(c1)OCCO2
    106.0	0.7
> Cc1cccc(OCC(=O)Nc2ccc3nc(SCc4ccccc4)sc3c2)c1
    109.0	0.5
> CCn1cc(C(=O)NC2CCCCCC2)c(=O)c2ccc(C)nc21
    100.0	-0.9
> FC(F)(F)C(F)(F)C(F)(F)c1nnc2ccc(N3CCOCC3)nn12
    99.0	-1.1
> S=C(NC1CCCCC1)C(=S)NC1CCCCC1
    82.0*	-2.6*
> O=C(COC(=O)/C=C/c1ccco1)NC1CCCCC1
    101.0	-0.2
> CCOc1ccc(N2C(=O)c3ccccc3NC2(CC)CC)cc1
    101.0	-0.1
> O=C(O)C1CCCN1C(=O)Nc1ccc(Br)cc1 (centres undefined)
    101.0	-0.5
> c1ccc(Nc2nc(CN3CCN(c4ncccn4)CC3)cs2)cc1
    105.0	0.2
> Cc1cc(C2=NNC(=NCC3CCCO3)SC2)c(C)n1-c1c(C)n(C)n(-c2ccccc2)c1=O (centres undefined)
    108.0	1.1
> Cc1ccc(S(=O)(=O)NC(=O)NC(C)C2CC3CCC2C3)cc1 (centres undefined)
    102.0	-0.1
> CCC1(CC)Cc2ccccc2C(=O)N1
    101.0	0
> Cc1cc2c(cc1S(=O)(=O)NCCN1CCN(c3ccccc3F)CC1)OCC(=O)N2
    103.0	0.5
> O=C1/C(=C/c2cccnc2)CC/C1=C\c1cccnc1
    101.0	0.2
> CC(=O)OC1CCC([N+](C)(C)C)C(OC(C)=O)C1[N+](C)(C)C (centres undefined)
    105.0	0.2
> COC(=O)c1ccc(NC(=O)CN(Cc2ccccc2)S(=O)(=O)c2ccc(C)cc2)cc1
    106.0	0.5
> COc1ccc(C(=O)CSc2nc3c([nH]2)c(=O)n(C)c(=O)n3C)cc1
    101.0	0
> CCCCN(C(=S)Nc1cccc(C)c1)c1c(N)n(CCC)c(=O)[nH]c1=O
    108.0	-0.2
> CCN1C(=O)/C(=C\C=C2/Sc3ccc(Cl)cc3N2C)SC1=S
    106.0	0.8
> O=S(=O)(NN=Cc1cn(-c2ccccc2)nc1-c1ccco1)c1ccc(Cl)cc1
    102.0	0.7
> COc1ccc(NC(=O)C2=CC(c3ccco3)=NS(=O)(=O)N2C)cc1
    108.0	0
> CN(C)C(=O)C1CC(=O)N(c2ccc(Cl)cc2)C1 (centres undefined)
    105.0	1.3
> CCOc1ccc2[nH]c(=S)[nH]c2c1
    103.0	0.1
> Cc1ccc(C(=O)NCC(=O)O)s1
    102.0	0.2
> COc1ccc(OC)c(CNS(=O)(=O)c2ccc3c(c2)oc(=O)n3C)c1
    108.0	0.5
> Cc1cc(C(=O)NN)c2cc(Br)ccc2n1
    101.0	-0.7
> Cc1nn(-c2ccccc2)c(OC(=O)C(C)(C)C)c1Sc1ccccc1
    108.0	1.2
> O=C(NCSc1nc2ccccc2s1)c1ccco1
    102.0	-0.2
> Cc1ccc2c(c1)c1c(c(=O)n(Cc3ccccc3)c(=O)n1CC(=O)NCc1ccccc1Cl)n2C
    105.0	0
> Cc1csc(=O)n1CCC(=O)OCC(=O)c1ccc(S(=O)(=O)N2CCCCC2)cc1
    105.0	0.8
> CC1(C)CC2CC(C)(CN2C(=O)COC(=O)c2ccc3c(c2)OCCO3)C1 (centres undefined)
    103.0	-0.1
> C(=C\c1ccccc1)/C=N/Nc1nc2ccccc2[nH]1
    105.0	0.2
> C=CCOc1ccc(CN(C)CC(O)COc2ccccc2C(C)C)cc1 (centres undefined)
    102.0	-0.1
> Cc1ccc(OCc2ccccc2C(=O)Nc2nccs2)cc1
    96.0	-1.3
> COC(=O)c1c(NC(C)=O)c2c(C)c(C)sc2n1Cc1cccc(C)c1
    99.0	-1.1
> CCOC(=O)c1ccc(NC(=O)CSc2nccn2Cc2ccc(OC)cc2)cc1
    114.0	1.6
> CN(C)c1ccc(-c2nc(-c3cc4cc(Cl)ccc4oc3=O)cs2)cc1
    109.0	0.5

Fetched by structure from the list above:
Each structure is followed by: Polio RdRp inh	Polio RdRp inh FP z-score
> CN(C)C(=O)C1CC(=O)N(c2ccc(Cl)cc2)C1 (centres undefined)
    105.0	1.3
> CCOc1ccc2[nH]c(=S)[nH]c2c1
    103.0	0.1
> C=CCOc1ccc(CN(C)CC(O)COc2ccccc2C(C)C)cc1 (centres undefined)
    102.0	-0.1

(next part)
Each structure is followed by: Polio RdRp inh	Polio RdRp inh FP z-score
> N#Cc1nc(-c2ccccc2)oc1N1CCCCC1
    102.0	0
> CCCCOc1ccc(S(=O)(=O)n2nc(C)c(S(=O)(=O)N3CCCCCC3)c2C)cc1
    102.0	-1.1
> Cc1c(C(=O)Nc2ccccn2)oc2ccccc12
    101.0	0.3
> CC1(C)C(C(=O)N2CCN(c3ccc(Cl)cc3)CC2)C1(C)C
    103.0	0.5
> COc1cccc(OCCNC(=O)c2cccc3ccccc23)c1
    110.0	0.8
> C/C(=C\C(=Nc1ccc2c(c1)OCO2)c1ccccn1)c1ccccn1
    94.0	-2
> CC1=C(C(N)=O)C(c2ccccc2)NC(=S)N1 (centres undefined)
    100.0	0.1
> CC(C(=O)NC1=NCCS1)(C(F)(F)F)C(F)(F)F
    100.0	-0.2
> COc1ccc2c(c1)CCC/C2=N/NC(=O)c1ccoc1C
    103.0	0.4
> Cc1ccc(C)c(NS(=O)(=O)c2cc3c(cc2Cl)NC(=O)CO3)c1
    104.0	-0.5
> Cc1ccc(C2=N/C(=C\N3CCCCC3)C(=O)O2)cc1
    101.0	0.2
> COC(C(=O)NCc1ccc2c(c1)OCO2)c1ccccc1 (centres undefined)
    100.0	-0.1
> CC(C)(C)OC(=O)N1CC(O)CC1C(=O)N1CCOCC1 (centres undefined)
    102.0	0
> CN(Cc1ccccc1)c1nnc(NC(=O)NC2CCCC2)s1
    102.0	0.3
> COC(CNC(=O)c1ccc(/C=C2\Oc3ccccc3NC2=O)cc1)OC
    101.0	0.1
> Cc1nnc(SCc2ccccc2)[nH]c1=O
    97.0	-0.6
> O=C(CSc1nc2c([nH]c3ccccc32)c(=O)n1-c1ccccc1)Nc1ccccc1F
    104.0	-0.8
> COc1ccc(N2C3=[N+](CCCC3)CC2(C)O)cc1 (centres undefined)
    102.0	-0.3
> CCOc1ccc(OCc2ccc(C(=O)NN)o2)cc1
    103.0	0.7
> Cc1ccc(C)c(Cn2cnc3c(cnn3-c3ccc(F)cc3)c2=O)c1
    114.0	2.6

Individual results from the entries so far:
Value of Cc1ccc2c(c1)c1c(c(=O)n(Cc3ccccc3)c(=O)n1CC(=O)NCc1ccccc1Cl)n2C under Polio RdRp inh FP z-score: 0
Value of CCOc1ccc(OCc2ccc(C(=O)NN)o2)cc1 under Polio RdRp inh: 103.0
Value of Cc1nn(-c2ccccc2)c(OC(=O)C(C)(C)C)c1Sc1ccccc1 under Polio RdRp inh: 108.0

The listing continues.
Each structure is followed by: Polio RdRp inh	Polio RdRp inh FP z-score
> CN1CC(C#N)=C(NC2CCCCC2)C1=O
    108.0	0.7
> CCC1C(C#N)=C(SC)NC2=C1C(=O)CC(C)(C)C2 (centres undefined)
    104.0	-0.1
> Cc1ccc(S(=O)(=O)N2CCN(Cc3cc(Br)ccc3O)CC2)cc1
    104.0	0
> FC(F)(F)c1cccc(-c2nnn3c2nc(NC2CCCCC2)c2ccccc23)c1
    106.0	0.6
> Cc1nc(N=C(N)N)nc2ccccc12
    91.0	-1.4
> CC1=CC(=O)OC(c2ccccc2)C1 (centres undefined)
    102.0	-0.4
> O=C(Nc1ccc2c(c1)Cc1ccccc1-2)c1ccc(Br)o1
    102.0	0.1
> CC(C)c1ccc(Cn2cnc3ccccc32)cc1
    100.0	-0.2
> Cc1nc2cc(-c3ccc(Br)cc3)[nH]n2c(=O)c1Cl
    99.0	-1
> COc1ccc2c(c1)c(=O)c(S(=O)(=O)c1ccc(F)cc1)cn2CC(=O)Nc1ccc(C)cc1C
    108.0	0.1
> O=C(C1CCCN(Cc2cccc(Cl)c2)C1)N1CCCCCC1 (centres undefined)
    103.0	0.3
> CCN(CC)S(=O)(=O)c1ccc(/C=C/C(=O)N(c2ccccn2)C2CCCCC2)cc1
    100.0	0
> CCC(O)c1nc2ccccc2n1CC (centres undefined)
    102.0	0.2
> Cc1csc(Nc2nc(N)c(C(=O)Nc3ccccc3)o2)n1
    99.0	-1.1
> COc1ccc(/C=C/C2=CCN(Cc3ccccc3)CC2)cc1
    105.0	0.2
> C=CCn1cnc2c(c1=O)c1nc3ccccc3nc1n2-c1cccc(C)c1
    103.0	1.9
> CCOc1ccc(Nc2oc(COc3ccccc3Cl)nc2C#N)cc1
    106.0	0.9
> Cc1ccc2oc(C(=O)Nc3ccc(S(=O)(=O)Nc4nc(C)cc(C)n4)cc3)cc(=O)c2c1
    98.0	-1.8
> CC(C)=N/N=C1\NC(=O)C(Cc2ccccc2)S1 (centres undefined)
    100.0	-0.4
> O=C(CSc1nc(=O)[nH]c2c1CCC2)NCc1ccc(F)cc1
    109.0	0.6
> COc1cc(C(=O)Nc2ccc(-c3nc4ccccc4o3)c(O)c2)cc(OC)c1OC
    103.0	0.1
> COc1cc(CN(C)Cc2cc(=O)n3ccsc3n2)ccc1OC(F)F
    104.0	0.2
> CCc1nn(CC(=O)NC(C)CC)c(=O)c2cc3c(OC)cccc3n12 (centres undefined)
    107.0	0.2
> COc1cc(NS(=O)(=O)c2ccc(NC(=O)c3ccc(OC)c(Br)c3)cc2)nc(OC)n1
    101.0	-0.5
> CCOC(=O)N1CCN(C(=O)c2ccc3c(c2)ncn3C2CCCC2)CC1
    101.0	-0.5
> Cc1cc(OC(=O)/C=C/c2ccc(F)cc2)cc(=O)o1
    84.0*	-3.1*
> O=C(OCC(=O)N1CCCC1=O)c1cccc(Oc2ccccc2)c1
    104.0	0.3
> Cc1ccc(C)c(Cn2c(=O)n(Cc3ccccc3)c(=O)c3c2c2cc(C)ccc2n3C)c1
    112.0	1
> O=C(NC1CCCCC1)N1CCc2ccccc2C1
    101.0	-0.3
> Cc1ccc(C(=O)Nc2nc(-c3ccccc3)ns2)cc1
    101.0	-0.4
> Cc1ccc(S(=O)(=O)N(CC(=O)Nc2cccnc2)c2cc(C)cc(C)c2)cc1
    101.0	-0.3
> Cc1ccc(SCC(=O)Nc2ccc3oc(-c4ccccc4C)nc3c2)cc1
    113.0	0.5
> CCC(=Nc1ccccc1N)c1c(O)n(Cc2ccccc2)c(=O)[nH]c1=O
    103.0	0.4
> Cc1cccc(NC(=O)Cn2cc(C(=O)C3CC3)c3ccccc32)c1
    107.0	0.5
> O=C(O)CSC1=NCCCN1
    99.0	-1.4
> Cc1ccc(C(=NCc2ccccc2)NC#N)cc1
    99.0	-0.3
> COc1ccc2[nH]c3c(=O)n(CCC(=O)NC4CCCCCC4)c(=S)[nH]c3c2c1
    103.0	0.5
> CCSc1ncc(Cl)c(C(=O)N(Cc2ccccc2)c2ccc(OC)cc2)n1
    105.0	-0.4
> CCc1cccc(C)c1NC(=O)C1CCCN(S(=O)(=O)c2cccc3nsnc23)C1 (centres undefined)
    102.0	-1.4
> O=C(Nc1cc(Cl)cc(Cl)c1)c1ccc2c(c1)N(Cc1cccc(Cl)c1)C(=O)c1ccccc1S2=O (centres undefined)
    107.0	0.3
> CCOC(=O)c1cc2c(ccn2C)n1CC(=O)NC(c1ccccc1)c1ccccc1
    100.0	-0.4
> Cc1noc(/C=C/N(C)C)c1S(=O)(=O)N1CCCC(C(=O)N2CCc3ccccc32)C1 (centres undefined)
    100.0	-0.5
> O=C(OCc1ccccc1F)C1CCCC1
    100.0	-0.5
> CCOC(=O)Nc1cc(Cl)ccc1Cl
    102.0	0.6
> CCCCN1CC(c2nc3ccccc3n2CCCCOc2ccc(C)c(C)c2)CC1=O (centres undefined)
    107.0	-0.2
> COc1ccc(OC)c(NC(=O)c2cccc3c2C(=O)N(C2CCCCC2)C3)c1
    107.0	-0.1
> Cc1cccc(C(C)C)c1NC(=O)c1ccncc1
    103.0	0.1
> CS(=O)(=O)CS(=O)(=O)NNc1ncc(C(F)(F)F)cc1Cl
    104.0	0.7
> COC(=O)c1ccc(NC(=O)c2nn(C)c3c2COc2ccccc2-3)cc1
    107.0	-0.1
> NC1=NC(=O)CC(C(=O)NCCc2ccccc2)S1 (centres undefined)
    105.0	1.1
> COC(=O)CC1C(=O)NCCN1C(=O)NC1CCCCC1 (centres undefined)
    108.0	0.3
> CCOc1ccc(NC(=O)N2CCOc3ccccc32)cc1
    108.0	0.2
> Fc1ccc(-n2cc(-c3ccccc3)c3c(NCCc4ccccc4)ncnc32)cc1
    105.0	-0.2
> Cc1nc2sc3c(NC4CCCCC4)ncnc3c2c2c1COC(C)(C)C2
    101.0	0.1
> Cc1cc(C)n2nc(CNS(=O)(=O)c3ccccc3)nc2n1
    104.0	-0.5
> O=C(O)CCC(=O)N1CCc2cc(S(=O)(=O)NCc3ccc(F)cc3)ccc21
    105.0	-0.7
> COC(=O)c1ccc(NC(=O)CC2C(=O)N(c3ccccc3)C(=O)N2C2CCCC2)cc1 (centres undefined)
    106.0	0.6
> COc1ccc(Nc2oc(/C=C/c3ccc(F)cc3)nc2C#N)cc1
    114.0	1.4
> Cc1ccc(Cn2nnc3sc4c(c3c2=O)CCC(C)C4)cc1 (centres undefined)
    103.0	-0.4
> N#CC(C#N)=c1s/c(=C\c2ccc(-c3ccc(S(=O)(=O)N4CCOCC4)cc3)o2)c(=O)n1Cc1ccco1
    43.0	-6.3

Additional entries:
Each structure is followed by: Polio RdRp inh	Polio RdRp inh FP z-score
> Cc1cc(Cl)ccc1OCCCC(=O)NC1CCSC1=O (centres undefined)
    101.0	-0.1
> CCCNC(=O)c1cc2c(s1)CS(=O)(=O)C2
    102.0	-0.3
> CCCCOC1CCC(OCCCC)OC1 (centres undefined)
    108.0	0.9
> O=C(NCCN1CCCC1)C(c1ccccc1)N1Cc2ccccc2C1=O (centres undefined)
    101.0	0
> CC1CCCC(C)N1C(=O)COC(=O)/C=C/c1cccs1 (centres undefined)
    104.0	0.1
